From PubChem BioAssay
Statin myotox sup – protects C2C12 myotubes from simvastatin toxicity | ATP luminescence, 48 h; scaled: DMSO 0, geranylgeraniol control 100 | rescue of ATP level, % at 7.49 µM | hit rate 0.78% among 330,000;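 active = mean ATP rescue above about 67%, or every replicate alone reaching that limit, limit read from the data, passing the limit was not always enough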;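 also: myotubes were challenged with 10 µM simvastatin during compound exposure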
miR-122 sensor – blocks miR-122 activity in Huh7 sensor cells; Huh7 miR-122 Renilla luciferase sensor, 48 h; neutral wells = 0, positive control = 100; activation (reporter increase), % at 12.5 µM; hit rate 0.3% among 340,000; AID 602342;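 active = mean replicate activation score at least 90 and every replicate individually at or above 90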;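 also: higher luciferase means less miR-122 activity so hits act as miR-122 inhibitors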
FN deposit inh – fibronectin deposition inhibition; AH1F fibroblasts, Alexa488-fibronectin deposition fluorescence, overnight; hit rate 0.086% among 350,000; inhibition, % at 12.6 µM;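 active = mean inhibition across replicates of 30% or more, regardless of how many single replicates reach that level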;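 also: positive control wells lacked labelled fibronectin entirely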
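Material – AH1F fibroblast monolayer, labelled fibronectin deposition · Reagent – labelled fibronectin 24 nM · Timing – 1 h adhesion, overnight exposure · Measured by – fluorescence at 485 nm excitation, 525 nm emission · Read-out – inhibition of fibronectin deposition signal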
PGC1a acetyl inh – modulators of PGC1a acetylation | U2OS PGC1a acetylation, AlphaScreen anti-acetyl-lysine; with virally co-expressed GCN5 acetyltransferase | inhibition, % at 15.6 µM | hit rate 0.17% among 350,000;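 active = every replicate shows inhibition of at least 40%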;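 also: 0% = neutral control wells and 100% = positive control wells; some results beyond the cut were filed as inactive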
GSIS activator – primary screen for activators of insulin secretion dependent on glucose, INS-1E cells, GLuc reporter luminescence; INS-1E GLuc reporter insulin secretion, 2-3 h; AID 743287; activation, % at 16.6 µM; hit rate 0.61% among 370,000;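 active = lowest replicate activation of at least 40%, so every replicate reaches that level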;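 also: 0% = median of neutral control wells and 100% = median of IBMX positive control wells; some compounds called inactive have numbers as strong as hits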
Cneo AK release – causes C. neoformans cell lysis | adenylate kinase release luminescence, 4 h; normalised: neutral wells 0, clomiphene wells 100 | lysis activity, % at 15 µM | hit rate 0.2% among 360,000 | AID 651654;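 active = mean lysis activity across replicates of at least 80%, whatever share of replicates individually reach that level; inactive = mean lysis activity below 80%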
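Signal: Adenylate kinase release luminescence | Assay system: Log-phase Cryptococcus neoformans yeast cells | Input: Cells at 5 × 10^6 per mL | Buffer or medium: Fresh YPD growth medium | Compound: Single dose | Schedule: Static 4 h at 37 °C with compound, 1 h detection | Controls: Clomiphene | Read-out: Luminescence rise reflecting yeast cell lysis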
CFTR F508del cor – CFTR F508del correction in bronchial cells | AID 720511 | CFBE cells, YFP halide quenching; stimulated with forskolin plus potentiator P3; % fluorescence drop versus neutral controls | activity (quench increase), % at 7.58 µM | hit rate 0.36% among 350,000;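 active = mean added fluorescence quench of at least 8% versus neutral control, with both replicates also reaching 8%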;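 also: cells transiently co-express mutant CFTR-F508del with the halide-sensitive YFP; corrector assay measuring rescue of mutant channel to the surface after 24 h compound exposure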
PglD inh – PglD (C. jejuni) enzyme inhibition; purified PglD enzyme, DTNB colorimetric CoA detection; inhibition, % at 12.5 µM; hit rate 0.098% among 360,000; in the data active = inhibition above about 16%, passing the limit was not always enough; also: strong numbers were not always called active
An asterisk follows results filed as active; x = not tested or not shown; & = joins results of further samples; [ ] = remark or other dose.

SMILES	Statin myotox sup	miR-122 sensor	FN deposit inh	PGC1a acetyl inh	GSIS activator	Cneo AK release	CFTR F508del cor	PglD inh
O=S(=O)(Nc1nc2ccccc2nc1Cl)c1ccc2ccccc2c1	x	16	-2	x	15	1	x	8
C[C@@H](NC(=O)[C@@H]1[C@@H](CO)[C@@H]2Cn3c(ccc(C4=CCCCC4)c3=O)[C@H]1N2)c1ccccc1	-5	-1[16.7 µM]	x	1	-3	1	0.0	7
COc1ccc(S(=O)(=O)Nc2ccc3c(c2)C(=O)N([C@@H](C)CO)C[C@H](C)[C@@H](CN(C)Cc2ccncc2)OCCCC[C@H](C)O3)cc1	x	5[16.7 µM]	x	-6	-6	49	-2.2	5
CCC(C)c1ccc(NC(=O)C2=CC=CN3CCS(=O)(=O)N=C23)cc1 (stereo unspecified)	-8	x	6	x	-6	-4	-2.0	4
CN(C)N1C(=O)CC(C)(c2ccc([N+](=O)[O-])cc2)C1=O (stereo unspecified)	114*	-3	5	-18	4	0	-1.8	8
CCCCS(=O)CC(O)COc1ccc(C(C)(C)C)cc1 (stereo unspecified)	-49	-1	x	x	x	-5	x	3
COc1ccc(Cl)cc1C(=O)Nc1ccncc1	-7	-3	1	-6	9	3	-0.8	2
Cn1ccc2c(-c3ccc(F)nc3)cc3c(c21)C1CCC3O1 (stereo unspecified)	10	2	7	4	14	0	1.5	-2
Cc1cccc(S(=O)(=O)N2CC[C@@H]3[C@H]2c2cc(Br)ccc2N(C)[C@H]3CO)c1	39	4[16.7 µM]	15	-21	-10	2	-0.5	-2
C/C=C\C(=O)Nc1cccc(C2=NOC3(C2)C[C@H](C(N)=O)N(C(=O)/C=C/CC)C3)c1 (stereo partly specified)	16	-16	2	x	-1	-8	2.6	-1
O=C(Nc1cc(F)ccc1F)N1C[C@@H]2[C@H](c3ccccc31)[C@@H](CO)N2CC1CCCC1	5	17[16.7 µM]	x	-5	11	0	-1.4	-3
CC(=O)NN1C(=O)c2ccccc2NC1c1ccc(N(C)C)cc1 (stereo unspecified)	-13	4	7	2	-4	-1	1.4	1
Cc1ccc(C)c(-n2nnnc2SCC(=O)c2ccc3c(c2)NC(=O)CO3)c1	-36	0	3	-5	x	-2	x	-1
CN=C(NC#N)NCCSCc1nc[nH]c1C	-4	-2	-8	1	x	-1	0.3	-1
CCNc1nc(CN2CCCCC2)nc2scc(-c3ccccc3)c12	-19	-27	x	x	-8	0	-0.2	3
CCOP(=O)(c1ccccc1Cl)C1(O)CCCCC1 (stereo unspecified)	-3	-8	x	12	x	1	x	-3
O=S(=O)(c1ccc(Br)s1)N1CCCCC1	-56	0	5	2	x	-4	x	5
CC(C)n1ncc2c(C(=O)NCc3cccnc3)cc(C3CC3)nc21	11	x	-3	-4	19	-6	-0.5	2
CO[C@@H](CN(C)S(=O)(=O)c1ccc(Cl)cc1)[C@@H](C)CN(Cc1ccccc1Cl)[C@@H](C)CO	-23	x	-14	-35	-25	-4	-1.9	-2
CCOC(=O)c1c(NC(=O)CCl)sc(CN(C)C)c1-c1ccccc1	x	x	7	-14	5	x	4.8	x
O=C(C1CCC1)N1CC[C@H]2[C@H](CO)Nc3ccc(C4=CCCCC4)cc3[C@H]21	x	x	-6	-5	23	x	-0.1	x
O=C(C1CCOCC1)N1CC[C@H]2[C@H](CO)Nc3ccc(-c4cccc(F)c4)cc3[C@H]21	-17	1[16.7 µM]	2	6	9	22	0.0	1
O=C(C[C@@H]1C[C@@H]2c3cc(NC(=O)Cc4ccncc4)ccc3O[C@@H]2[C@H](CO)O1)NCc1cc(F)ccc1F	-2	-4[16.7 µM]	x	8	-11	-2	1.2	0
CCOc1ccc(CN2CCC(n3nccc3NC(=O)c3ccccc3OC)CC2)cc1	-16	-9	12	-2	2	5	4.8	1
C=CCN1C(=O)C(Cc2ccccc2)SC1=Nc1ccc(C(=O)O)cc1 (stereo unspecified)	x	4	-5	-2	12	2	x	-2

Additional results.
SMILES	Statin myotox sup	miR-122 sensor	FN deposit inh	PGC1a acetyl inh	GSIS activator	Cneo AK release	CFTR F508del cor	PglD inh
COc1ccc(Cl)cc1N(CC(=O)Nc1ccccc1C(=O)NCc1ccco1)S(C)(=O)=O	-1	10	x	-2	x	-4	x	3
COC(=O)c1cc2c([nH]c1=O)CCCC2=O	11	x	15	x	15	-1	0.6	2
Cc1ccc(-c2ccc3c(c2)O[C@H](CN(C)Cc2ccc(F)cc2)[C@H](C)CN([C@@H](C)CO)S3(=O)=O)cc1	-46	5[16.7 µM]	6	-16	-19	-15	2.1	3
C[C@H]1CN([C@@H](C)CO)C(=O)c2cc(-c3ccccc3F)cnc2O[C@@H]1CN(C)C(=O)C1CCOCC1	15	-7[16.7 µM]	x	3	-21	6	2.4	-2
CCCCn1c(N)c(N(CCOC)C(=O)C(C)N2C(=O)c3ccccc3C2=O)c(=O)[nH]c1=O (stereo unspecified)	3	-4	-2	7	2	2	-1.7	6
COc1cccc(CC(=O)OCC(=O)NC2CCCCCC2)c1	3	0	x	-4	-5	4	2.3	-9
CC1(C)CC(=O)C(C=NCc2cccnc2)=C(O)C1	-39	-6	7	-15	x	3	x	-1
CO[C@@H]1CN(C)C(=O)c2ccc(NC(=O)C3CCCCC3)cc2OC[C@H](C)NC[C@@H]1C	-4	-2[16.7 µM]	-11	x	-2	1	0.1	1
C[C@H](CO)N1C[C@H](C)[C@@H](CN(C)Cc2ccc3c(c2)OCO3)Oc2c(NC(=O)c3ccncc3)cccc2C1=O	-21	28[16.7 µM]	3	-7	-6	-3	-3.1	-2
c1ccc2c(c1)ccc1ccccc12	0	-25	x	3	x	6	0.0	1
CCCCc1nc2sc3c(=O)n(N)cnc3c2c2c1CCC2	5	-3	-6	x	0	1	-1.6	3
C[C@H](CO)N1C[C@H](C)[C@H](CN(C)Cc2cccc(C(F)(F)F)c2)Oc2ncc(-c3cccc(F)c3)cc2C1=O	x	2[16.7 µM]	-4	1	-15	x	0.9	x
O=C(NCCC1CCCCN1S(=O)(=O)c1ccccc1)C(=O)Nc1ccccc1 (stereo unspecified)	-8	2	2	x	-44	0	2.5	-6
C[C@@H]1CN([C@H](C)CO)C(=O)c2cccc(NS(=O)(=O)c3ccc(F)cc3)c2O[C@H]1CN(C)C(=O)Nc1cccc2ccccc12	39	9[16.7 µM]	-2	17	3	-2	-2.6	2
CCNC(=O)C[C@H]1CC[C@@H]2[C@H](COC[C@@H](O)CN2C(=O)C2CC2)O1	-7	-3[16.7 µM]	-16	8	-6	-1	-1.9	2
Cc1cc(C(=O)CCC(=O)N(C)CC2COc3ccccc3O2)c(C)s1 (stereo unspecified)	1	0	-20	3	x	0	-2.0	-2
C[C@@H]1CN([C@H](C)CO)S(=O)(=O)c2ccc(C#Cc3ccccn3)cc2O[C@@H]1CN(C)Cc1ccc(F)cc1	-21	6[16.7 µM]	x	-18	-12	-1	-0.8	11
COc1ccc(NC(=O)Nc2ccc(C(=O)N3CCOCC3)cc2)c(OC)c1	16	0	-1	-9	-8	-2	x	10
COc1ccc2[nH]c3c(=O)n(CCCC(=O)NC4CCCCC4C)c(=S)[nH]c3c2c1 (stereo unspecified)	4	2	6	8	-5	12	0.9	-6
CC(OC(=O)c1ccc2ccccc2n1)C(=O)Nc1ccc(N2CCOCC2)cc1 (stereo unspecified)	15	8	x	-7	x	0	x	-3
CC1(C)O[C@H]2CC(=O)OC[C@]23[C@H]2CC[C@@]4(C)[C@H](c5ccoc5)OC(=O)[C@H]5O[C@]54[C@]2(C)[C@@H](O)C[C@@H]13	-3	-2	9	11	5	0	0.1	0
CC(OC(=O)C1CC1)C(=O)Nc1ncc(Cl)cc1Cl (stereo unspecified)	7	x	11	x	3	0	-5.5	-2
COC(=O)c1ccc(N/C=C\C(=O)c2ccc3c(c2)OCO3)cc1	x	x	3	-3	13	x	3.6	x
Cc1cccc(NC(=S)N(CCCN2CCOCC2)C(C)c2cc3ccccc3o2)c1 (stereo unspecified)	x	x	-1	-17	-48	x	0.1	x
CSc1nc(C(=O)N2CCCC(C(=O)c3ccc(Cl)cc3)C2)cs1 (stereo unspecified)	-14	1	4	x	-19	x	-1.9	x

Entries of single compounds from above. Order of screens: Statin myotox sup, miR-122 sensor, FN deposit inh, PGC1a acetyl inh, GSIS activator, Cneo AK release, CFTR F508del cor, PglD inh
CO[C@@H]1CN(C)C(=O)c2ccc(NC(=O)C3CCCCC3)cc2OC[C@H](C)NC[C@@H]1C across the screens: -4, -2[16.7 µM], -11, x, -2, 1, 0.1, 1
CCCCc1nc2sc3c(=O)n(N)cnc3c2c2c1CCC2 across the screens: 5, -3, -6, x, 0, 1, -1.6, 3
O=C(NCCC1CCCCN1S(=O)(=O)c1ccccc1)C(=O)Nc1ccccc1 (stereo unspecified) across the screens: -8, 2, 2, x, -44, 0, 2.5, -6
Cc1cc(C(=O)CCC(=O)N(C)CC2COc3ccccc3O2)c(C)s1 (stereo unspecified) across the screens: 1, 0, -20, 3, x, 0, -2.0, -2
Cc1ccc(-c2ccc3c(c2)O[C@H](CN(C)Cc2ccc(F)cc2)[C@H](C)CN([C@@H](C)CO)S3(=O)=O)cc1 across the screens: -46, 5[16.7 µM], 6, -16, -19, -15, 2.1, 3

(cont.)
SMILES	Statin myotox sup	miR-122 sensor	FN deposit inh	PGC1a acetyl inh	GSIS activator	Cneo AK release	CFTR F508del cor	PglD inh
CCOc1cccc(N)c1	1	2	x	13	x	-1	x	4
COC(=O)CNC(=O)c1cc(-c2ccncc2)nc2c(C)c(Cl)ccc12	3	13	-3	4	-15	1	1.5	9
Cc1ccc(NC(=O)CSc2nnc(-c3ccco3)n2N)cc1F	-1	3	4	1	-2	0	0.4	-1
CCn1c(SCC(=O)N2c3ccccc3CC2C)nnc1-c1ccco1 (stereo unspecified)	-5	-5	10	-1	x	0	x	4
CCCOc1ccc2[nH]c(C(=O)N/N=C/c3cc(OC)c(OC)c(OC)c3)cc2c1	-4	x	4	x	1	0	-4.6	-2
COC(=O)C1=CN(Cc2ccc(F)cc2)C=C(C(=O)OC)C1c1cc(OC)c(OC)c(OC)c1	-1	x	0	x	-5	0	4.8	5
C=CCN(C(=O)CSc1nnnn1C)c1nc(-c2ccccc2)cs1	-40	1	-9	-7	1	0	-2.8	-8
O=C(CN1CCCC1)N1CCCc2c1c(=O)oc1ccc(OCc3ccccc3)cc21	32	-6	4	x	x	1	x	10
COc1ccccc1NC(=O)C1CCCN(S(=O)(=O)c2ccc3c(c2)CC(C)N3C(C)=O)C1 (stereo unspecified)	-6	3	2	-4	3	-3	1.9	0
Cc1cc(S(=O)(=O)Nc2ccc(C(=O)NCCCn3ccnc3)cc2)ccc1F	-2	x	5	-32	-3	-2	-3.2	-2
CCOCC(=O)Nc1ccc2c(c1)N(S(=O)(=O)c1cccs1)CCC2	-1	4	-6	x	-7	-1	-1.9	-2
C[C@@H]1CN([C@H](C)CO)S(=O)(=O)c2ccc(-c3ccc(C#N)cc3)cc2O[C@H]1CN(C)Cc1ccccn1	-8	x	x	12	-5	-1	12*	0
CCCOC(=O)CC1C(=O)NCCN1C(=O)OC(C)(C)C (stereo unspecified)	0	2	0	-9	4	-1	-1.6	-7
COc1ccc(NS(=O)(=O)c2ccc(N3C(=O)CCC3=O)cc2)cc1	3	-1	0	9	x	11	x	-2
C[C@H]1CN([C@@H](C)CO)C(=O)CCCn2nncc2CO[C@H]1CN(C)C(=O)c1ccccc1	1&7	0	18&0	11&-4	3&1	1&0	-2.2&-6.6	-1&5
COCCCNc1nc(N)c([N+](=O)[O-])c(Nc2cc(OC)ccc2OC)n1	x	-1	-75	-11	10	0	-4.1	-1
O=C(COC(=O)/C=C/c1cccc(C(F)(F)F)c1)Nc1cccc(S(=O)(=O)NC2=NCCC2)c1	-5	0	-6	9	x	7	-0.8	1
